Screens as filed in PubChem BioAssay.
BRCA1 expr act: BRCA1 expression activation; MCF7-BRCA1-FFLuc reporter, luminescence, 48 h; response scale: scaled: vehicle 0%, 10 µM genistein 100%; 1.1% of 380,000 active; AID 624202; Potency, µM (series often up to 46.1 µM), for inactives: top-dose activation, actives largely listed as activators; also: potency is read from the fitted curve at half-maximal effect; nearly all actives have a fitted effect of over 80% in size; some results filed as inactive show a strong effect at the top dose
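Luminescence from a BRCA1-driven firefly luciferase in MCF7 cells was the read-out, taken 15 min after substrate addition following 48 h compound exposure at 37 °C. Data were normalized to a 10 microM genistein control and DMSO vehicle.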
PTAP TSG101 blk: blocks PTAP/TSG101 interaction to inhibit HIV-1 budding. Q99816. 340,000 tested, under 10 active. Fluorescence polarization, FITC-PTAP peptide / Tsg101 binding. Potency, µM (highest dose often 115 µM), without a hit: at the highest dose activity change, negative = inhibition, actives largely listed as inhibitors; active = well fitted inhibition curve with a large enough effect in the main read-out, with a control signal flat, not every such curve was filed as active; inconclusive = small, poorly fitted or top-dose-only effect, or effect the other way, or a change in a side signal; inactive = no such curve, though single readings can be large or run the other way; also: potency is read from the fitted curve at half-maximal effect; % of control where 0% means no effect
Target sequence (Q99816 whole entry, looked up): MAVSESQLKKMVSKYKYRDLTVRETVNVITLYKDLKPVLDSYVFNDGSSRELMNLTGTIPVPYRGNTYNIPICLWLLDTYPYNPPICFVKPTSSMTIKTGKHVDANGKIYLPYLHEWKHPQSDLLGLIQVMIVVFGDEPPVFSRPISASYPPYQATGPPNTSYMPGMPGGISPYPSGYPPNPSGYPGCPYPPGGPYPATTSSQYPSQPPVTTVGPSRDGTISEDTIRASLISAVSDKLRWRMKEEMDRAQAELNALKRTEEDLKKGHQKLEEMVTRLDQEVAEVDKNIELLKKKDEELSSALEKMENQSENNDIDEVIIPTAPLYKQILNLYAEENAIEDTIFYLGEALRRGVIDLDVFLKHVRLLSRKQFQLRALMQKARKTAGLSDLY
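Compounds were pin-transferred onto Tsg101 binding domain (10 uM final) in HEPES pH 7.5 buffer, then FITC-PTAP peptide was added at 50 nM final. After 20 min at RT, polarization reported peptide displacement across a qHTS concentration series.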
B2AR arrestin: beta2AR (human) beta-arrestin recruitment activity | Potency, µM (top dose mostly 46.1 µM), without a hit: at the highest dose activation, hits mostly activators | beta-arrestin recruitment to beta2AR, cell-based reporter | P07550 | 0.02% of 330,000 active;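 also: potency is read from the fitted curve at half-maximal effect; 0% = DMSO controls and full agonism = EC100 isoproterenol or metaproterenol; nearly all actives have a fitted effect of over 65% in size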
Target sequence (P07550 whole entry, looked up): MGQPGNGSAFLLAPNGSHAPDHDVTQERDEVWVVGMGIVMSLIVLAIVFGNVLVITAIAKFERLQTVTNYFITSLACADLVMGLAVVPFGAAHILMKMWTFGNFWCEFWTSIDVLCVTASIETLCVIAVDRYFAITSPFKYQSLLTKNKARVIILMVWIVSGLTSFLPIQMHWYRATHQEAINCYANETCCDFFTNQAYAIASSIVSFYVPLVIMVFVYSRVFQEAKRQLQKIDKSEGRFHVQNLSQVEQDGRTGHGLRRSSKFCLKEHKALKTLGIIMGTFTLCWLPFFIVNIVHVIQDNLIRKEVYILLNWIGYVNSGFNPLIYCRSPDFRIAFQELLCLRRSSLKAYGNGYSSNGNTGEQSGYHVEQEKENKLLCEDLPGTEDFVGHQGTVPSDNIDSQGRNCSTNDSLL
TRPV1 ag: activates the human vanilloid receptor TRPV1. TRPV1-expressing cells, Fluo-8 calcium influx, agonist mode. Q8NER1. 0.19% of 320,000 active. activation, % at 8.33 µM. AID 540275; in the data active = activation above about 80%; inconclusive = between about 30% and that limit; also: 0% is about no effect
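Fluo-8 calcium influx in TRPV1-expressing cells, kinetic read (ex 480/em 520 nm). Compound added and read 3 min for agonist activity, followed by capsaicin at EC20 final and 2 min further read for enhancement.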
A-T KAP1 phos: potential ataxia-telangiectasia treatments restoring KAP-1 phosphorylation | […] A-T fibroblasts, KAP-1 phosphorylation AlphaLISA; neocarzinostatin DNA damage 30 min before lysis | Potency, µM (top dose mostly 57.5 µM), without a hit: at the top dose activation, actives largely listed as activators | 0.19% of 320,000 active | AID 485349; also: potency is read from the fitted curve at half-maximal effect; % of control where 0% means no effect; nearly all actives have a fitted effect of over 45% in size
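ATM-like activity read as KAP-1 phosphorylation via AlphaLISA donor/acceptor antibody pairs after lysis and 6 hr at 25C. Cells were ATM-null patient fibroblasts ([…], hTERT), dosed 60 min, then exposed to the DSB inducer NCS for 30 min.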
ELG1 repair inh: inhibitors of ELG1-dependent DNA repair in HEK293T cells | HEK293T ELG1-luciferase reporter, luminescence, 16 h; DNA damage induced by 5-fluorouridine | Potency, µM (titrated, usually from 46.1 µM), inactives show top-dose activity change, negative = inhibition, usual class: inhibitors | 2.3% of 330,000 active | AID 504467; also: potency is read from the fitted curve at half-maximal effect; % is scaled to controls: 0 for no effect and ±100 for the full control effect; nearly all actives have a fitted effect of over 55% in size
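Quantitative HTS, concentration-response format. 2,000 cells/well co-treated with 5-fluorouridine and compound, 16 hr in 5% CO2 at 37 °C; ONE-Glo luminescence read after 30 min.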
TCR activator: activators of T cell receptors; primary human leukocytes, anti-CD3, IL-2 HTRF, 48 h; Potency, µM (titrated, usually from 9.22 µM), without a hit: top-dose activation of IL-2 secretion, most hits filed as activators; 330,000 tested, under 10 active; AID 504894; also: % of control where 0% means no effect
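1) Mix primary human leukocytes, a-CD3 beads and compound. 2) Incubate 48 hr. 3) Add HTRF IL-2 reagents (a-IL-2-K, a-IL-2-d2).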
MLL CXXC-DNA inh: blocks binding of human MLL CXXC domain to DNA. 0.037% of 290,000 active. MLL-CXXC / FITC-HOXA9 DNA fluorescence polarization. Potency, µM (highest dose often 115 µM), without a hit: at the top dose activity change, negative = inhibition, most hits filed as inhibitors; active = well fitted inhibition curve with a large enough effect in the polarisation, with a control signal flat, not every such curve was filed as active; inconclusive = small, poorly fitted or top-dose-only effect, or effect the other way, or a change in a side signal; inactive = no such curve, though single readings can be large or run the other way; the % refers to the polarisation; also: potency is read from the fitted curve at half-maximal effect
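Fluorescence polarization: 7 uM MLL-CXXC (stock) preincubated 5 min with compounds, then 50 nM fluorescein-HOX-A9 DNA (stock) added; 30 min ambient. Buffer 50 mM Tris-HCl pH 7.5, 50 mM NaCl, 1 mM DTT, 0.05% BSA.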
Integrin act MD: activators of alpha7 integrin expression for muscular dystrophy | alpha7betagal myoblasts, beta-gal FDG fluorescence, 48 h | Potency, µM (titrated, usually from 38.3 µM), for the others: at the top dose activation, most hits filed as activators | 0.064% of 350,000 active | AID 624291;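 also: potency is read from the fitted curve at half-maximal effect; 100% = response of the positive control SU9516; nearly all actives have a fitted effect of over 60% in size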
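Alpha7betagal+/- myoblasts (passage 13) were plated 16-24 hr, then exposed to compounds (1:260 dilution of DMSO stock) for 48 hours at 37C. After MPER lysis, β-galactosidase reporter activity was read as FDG fluorescence (ex 480/em 540) after 30 minutes.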
p53 reactivator: re-activators of mutant p53; 0.063% of 320,000 active; H1299 p53-A138V BP100-luciferase reporter, luminescence, 24 h; Potency, µM (series often up to 92.2 µM), inactives show at the top dose activity change, positive = activation, most hits filed as activators; also: potency is read from the fitted curve at half-maximal effect; % of control where 0% means no effect; nearly all actives have a fitted effect of over 45% in size
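p53-null H1299 cells stably carrying temperature-sensitive p53-A138V and a BP100-luciferase reporter were pinned with compounds (4-point, 1:5 series) and held 24 hrs at 37 deg C. Luminescence was read 10 min after detection reagent.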
An asterisk follows results filed as active; ? = inconclusive; / = not tested or not shown; & = joins results of further samples; [ ] = dose if it differs, or a comment. Unless noted, calls follow the shape of the dose curve; as a rule, active = well fitted curve in the direction sought with a large enough effect; inconclusive = small, poorly fitted or top-dose-only effect, or another doubt; inactive = no such curve, though single readings can be large; an effect the other way counts as inactive or inconclusive. No enrichment for hits; 3.8% or so of the library scored in one or more.

Start of the listing, in advance (3 entries):
SMILES	BRCA1 expr act	PTAP TSG101 blk	B2AR arrestin	TRPV1 ag	A-T KAP1 phos	ELG1 repair inh	TCR activator	MLL CXXC-DNA inh	Integrin act MD	p53 reactivator
CCC(C)NC(=O)C1CC(=O)N(CCc2ccc(F)cc2)C1 (centres undefined)	-17%	1%	-3.5%	-2	1%	-1%	-20%	-1%	-1%	-3%
COc1ccc(CNC(=O)CN(CC2CCCO2)C(=O)CNS(=O)(=O)c2ccc(C)cc2)cc1 (centres undefined)	-16%	1%	-0.2%	-1	4%	-5%	-6%	-5%	10%	-8%
NC(Cc1ccc(O)cc1)c1cn([C@@H](CCC(=O)O)C(=O)N2CCNCC2)nn1 (some centres undefined)	22%	-5%	0.3%	1	-10%	6%	6%	-10%	3%	1%

Main list, previewed entries included:
SMILES	BRCA1 expr act	PTAP TSG101 blk	B2AR arrestin	TRPV1 ag	A-T KAP1 phos	ELG1 repair inh	TCR activator	MLL CXXC-DNA inh	Integrin act MD	p53 reactivator
CCC(C)NC(=O)C1CC(=O)N(CCc2ccc(F)cc2)C1 (centres undefined)	-17%	1%	-3.5%	-2	1%	-1%	-20%	-1%	-1%	-3%
COc1ccc(CNC(=O)CN(CC2CCCO2)C(=O)CNS(=O)(=O)c2ccc(C)cc2)cc1 (centres undefined)	-16%	1%	-0.2%	-1	4%	-5%	-6%	-5%	10%	-8%
NC(Cc1ccc(O)cc1)c1cn([C@@H](CCC(=O)O)C(=O)N2CCNCC2)nn1 (some centres undefined)	22%	-5%	0.3%	1	-10%	6%	6%	-10%	3%	1%
Cc1c(C(=O)NC(C)c2ccncc2)oc2ccccc12 (centres undefined)	-43%	-3%	-0.2%	?	7%	10%	1%	-1%	-25%	7%
CCOC(=O)N1CCC2(CC1)C(C#N)=C(N)OC1=C2C(=O)CC(C)C1 (centres undefined)	13%	-2%	0.0%	-1	-1%	0%	/	0%	-6%	-13%
CCC(C)(C)c1nnc(NC(=O)CCC2CCCCC2)s1	1%	-9%	/	/	/	/	2%	/	-26%	/
CCc1ccc(NC(=O)CSc2nnc(CC)c(CC)n2)cc1	6%	0%	-1.5%	-5	/	5%	2%	11%	11%	-1%
CCOC(=O)C1Nc2ccccc2C2c3ccccc3CC12 (centres undefined)	17%	-2%	/	/	/	/	-1%	/	7%	/
O=C(NN1C(=O)NC2(CCCCC2)C1=O)c1ccc(Cl)s1	8%	-4%	-0.2%	0	-2%	6%	-1%	/	8%	-4%
CCc1nn(CCCC(=O)N2CCN(c3ccc(OC)cc3)CC2)c(=O)c2cc3occc3n12	-1%&37%	-1%	-0.2%	6	-4%	-8%	5%	35%[activator]	-4%	-6%
Cc1ccc(S(=O)(=O)Nc2cccc3cccnc23)cc1	-80%	1%	-0.4%	5	/	?	6%	?	-60%[inhibitor]	-13%
COc1ccc(C(=O)COC(=O)C(CC(C)C)N2C(=O)c3ccccc3C2=O)cc1 (centres undefined)	2%	-5%	-1.1%	5	2%	-7%	-10%[46.1 µM]	3%	-28%	-5%
Cc1cc(C)nc(NNC(=O)c2ccccc2O)n1	-42%	-7%	0.2%	0	-3%	-2%	-1%	0%	-22%	2%
Cc1c(NC(=O)c2cnn3c2NC(c2ccco2)CC3C(F)(F)F)c(=O)n(-c2ccccc2)n1C (centres undefined)	-16%	-2%	0.1%	19	-3%	-4%	-2%	-5%	-11%	2%
COc1ccccc1-n1c(N)c(C(N)=O)sc1=S	5%	-5%	-0.1%	/	11%	11%	-2%	1%	2%	0%
CC(=O)N1CCN(c2ccccc2NC(=O)c2cc(Br)ccc2Cl)CC1	-2%	-7%	-0.2%	8	-5%	?	-1%	2%	35%	-13%
CC(=O)OC1C(N2CCCCC2)c2c(ccc(/C=C/C(=O)N3CCCCC3)c2O)OC1(C)C (centres undefined)	19%	0%	-1.6%	81*	1%	15%	0%	-11%	-13%	3%
Cc1c(C)c2ccc(OC(C)C(=O)N3C[C@H]4C[C@@H](C3)c3cccc(=O)n3C4)c(C)c2oc1=O (some centres undefined)	0%	-1%	-0.6%	3	6%	11%	5%	-2%	1%	5%
CCc1nnc(NC(=O)CSc2ccc(-c3ccc(F)cc3)nn2)s1	/	/	-0.4%	8	1%	13%	/	6%	/	3%
CC(=O)NC(CCS(C)(=O)=O)C(=O)Nc1ccccc1 (centres undefined)	0%	-4%	-0.7%	0	5%	-5%	-2%	-11%	5%	3%
Cc1ccsc1C(=O)C1CCCN(Cc2cc(F)ccc2-n2cccn2)C1 (centres undefined)	-35%	1%	0.4%	0	8%	?	-4%	-2%	-5%	-4%
COc1ccc(CN(C)C(C)C(=O)Nc2ccc(S(=O)(=O)N3CCCCC3)cc2)cc1F (centres undefined)	-11%	0%	-0.2%	-1	7%	?	/	/	-22%	6%
O=C(/C=C/Nc1ccc(Oc2ccccc2Cl)cc1)c1ccco1	?	0%	-0.2%	?	10%	?	/	3%	-11%	-10%
CC(=O)Oc1ccc2c(=O)c(-c3ccccc3)c(C)oc2c1	27%	-6%	-1.0%	-5	13%	14%	-2%	-5%	6%	-2%
COc1ccc(C)c2sc(=NC(=O)c3cccc(N4C(=O)CCC4=O)c3)n(C)c12	23%	4%	0.0%	-3	38%	?	-5%	-1%	-16%	4%
O=C(CSc1nc2ccccc2o1)Nc1ccc(N2CCOCC2)cc1	?	/	-0.5%	?	8%	?	/	-11%	9%	6%
Cc1nn(-c2ccccc2)nc1CNC(=O)C1CC1	-4%	-2%	-0.2%	25	-7%	?	-4%	-7%	7%	5%
COc1ccccc1S(=O)(=O)NCc1ccc(C(=O)NC(C)c2ccccn2)cc1 (centres undefined)	1%	-2%	-0.2%	-1	1%	?	1%	/	-26%	-2%
Cc1ccccc1NS(=O)(=O)c1ccc(OCC(=O)NCc2ccco2)cc1	-12%	-6%	-0.1%	0	-9%	0%	4%	2%	-1%	-6%
CN(C(=O)c1cccc(NC(=O)Cc2ccc(NC(=O)C3CCCN(C(=O)CCc4ccccc4)C3)cc2)c1)C1CCCCC1 (centres undefined)	-57%	7%	/	/	/	/	-4%	/	-13%	/
COc1cc(/C=N/N2C(C)CCCC2C)cc(OC)c1O (centres undefined)	-7%	0%	0.4%	-7	43%	-2%	1%	1%	?	-2%
O=C(Nc1ccccc1N1CCCC1)c1ccc2ccccc2c1	-10%	4%	0.3%	?	15%	-2%	-4%	28%	3%	?
COC(=O)[C@H](C)NC(=O)NC1CCCc2ccccc21 (some centres undefined)	-36%	-5%	0.1%	/	-1%	-1%	3%	0%	1%[7.66 µM]	-5%
CO/N=C/c1ccc(Oc2ccc(C)cc2)nc1	81%	-5%	0.0%	5	4%	?	0%	-3%	3%	16%
Nc1c(C(=O)c2ccco2)oc2ccccc12	/	/	-0.1%	4	3%	?	/	2%	/	0%
Cn1c(=O)[nH]c(=O)c2c1nc(N1CCCCC1)n2CCCSc1nnnn1-c1ccccc1	-10%	2%	0.6%	4	-7%	?	1%[46.1 µM]	-1%	6%	-7%
N#CC(c1ccc(O)cc1)c1ncc(C(F)(F)F)cc1Cl (centres undefined)	23%	-6%	-0.1%	25	0%	2%	-4%	-3%	-22%	-2%
O=C(c1cn(Cc2ccccc2)nc1-c1ccccc1)N1CCN(c2ccccn2)CC1	-37%	-3%	0.5%	9	5%	?	2%	/	-16%	0%
Cc1ccc(-c2nnc(N(C)C(=O)C3CCCO3)s2)cn1 (centres undefined)	49%	-1%	-0.4%	1	-4%	?	5%	-5%	-10%	?
CC(=O)c1cccc(OCC(=O)Nc2cc(Cl)ccc2-n2cncn2)c1	13%	-4%	0.3%	6	1%	?	1%	/	5%	15%
CCOc1ccc(NC(=O)Cc2c(C(=O)O)n(C)c3ccccc23)cc1	-6%	-3%	-0.8%	-5	-7%	-11%	0%	-6%	-6%	-2%
Cc1ccccc1C(=O)NN1C(=O)CSC1=S	20%	-3%	-0.8%	3	-4%	?	1%	?	29%	7%
O=C(O)c1cccc(N=NN2CCCCCC2)c1	?	-1%	-0.5%	0	2%	?	3%[46.1 µM]	3%	20%	4%
O=C(COc1coc(CN2CCN(c3ccccc3)CC2)cc1=O)Nc1cccc(F)c1	-5%	0%	-0.2%	0	7%	1%	-2%	/	-8%	4%
COc1ccccc1CNc1nc2nc(C)c(Cl)c(=O)n2[nH]1	-3%	-4%	-0.3%	-2	1%	-3%	1%	-6%	19%	8%
O=C(CNC(=O)C1CCCCC1)NCc1ccco1	0%	-7%	-0.5%	0	-2%	1%	-1%	7%	0%	6%
O=C(O)c1cccc(NC(=S)NC(=O)c2ccc(-c3ccccc3)cc2)c1	74%	1%	0.5%	2	9%	?	-7%	-12%	14%	-13%
CCN1CCN(Cc2nnc(-c3ccc(C)cc3)o2)CC1	25%	-8%	-0.3%	0	-6%	30%	2%	-12%	-9%	1%
Cc1ccc(NC(=O)CCC(=O)OCc2ccc(Br)cc2)cc1	-11%	-1%	0.2%	26	-1%	5%	3%[46.1 µM]	5%	-6%	1%
